# Screening data: PubChem BioAssay, National Center for Advancing Translational Sciences (NCATS)
# HTT cytoprotect – Huntington cell model cytoprotection by ATP luminescence | PC12 HTT-Q103 induced, cytoprotection, ATP luminescence, 40 h | Potency, µM (titrated, usually from 56.4 µM), inactives show cytoprotection (ATP increase), most hits filed as activators | 0.14% of 230,000 active | AID 1471;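 further: potency means the concentration at half of the fitted maximal effect; % of control where 0% means no effect; nearly all actives have a fitted effect of over 45% in size; toxic huntingtin expression switched on by the ecdysone agonist tebufenozide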
#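 PC12 cells with ecdysone-inducible HTT exon 1 Q103-GFP, induced with 100 nM tebufenozide and co-treated with library compounds in a dose series (1536-well, 1500 cells/well). Cytoprotection read as ATP content by ATPlite luminescence.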
# Luc counter – counter-screen: inhibitors of Kinase-Glo firefly luciferase; Q27757; 0.28% of 200,000 active; Kinase-Glo luciferase, ATP luminescence, 8 min; Potency, µM (highest dose often 38.3 µM), for inactives: at the top dose activity change, negative = inhibition, most hits filed as inhibitors; further: potency means the concentration at half of the fitted maximal effect; on the % scale 0 is the no-effect control and ±100 the full control effect; nearly all actives have a fitted effect of over 60% in size
#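 Inhibition of Kinase-Glo luciferase light generation was assessed at 10 uM ATP in pH 7.2 imidazole buffer, with luminescence measured after eight minutes at ambient temperature.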
# SMN2 splice enh – SMN2 splice variant enhancement | Potency, µM (top dose mostly 46.1 µM), for the others: top-dose activity change, positive = activation, usual class: activators | HEK293 SMN2-luciferase splicing reporter, luminescence, 30-36 h | 2.8% of 210,000 active; further: potency means the concentration at half of the fitted maximal effect; % of control where 0% means no effect; nearly all actives have a fitted effect of over 55% in size
#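 HEK293 cells carry an SMN2 […]–luciferase reporter in which exon 7 inclusion puts luciferase in frame. Cells were plated 10-12 h before compound addition, then incubated 30-36 h at 37C. ONE-Glo luminescence was read; sodium butyrate at 4.5 mM final served as control.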
# CBFb RUNX1 block – inhibitors of human CBF-beta and RUNX1 interaction. Q01196+Q13951. AlphaScreen CBFb-His/RUNX1-biotin binding, biochemical. Potency, µM (top dose mostly 59.8 µM), for the others: at the top dose activity, negative = inhibition, hits mostly inhibitors. 230,000 tested, under 10 active; further: % of control where 0% means no effect
# Target sequence (Q01196 whole entry, looked up): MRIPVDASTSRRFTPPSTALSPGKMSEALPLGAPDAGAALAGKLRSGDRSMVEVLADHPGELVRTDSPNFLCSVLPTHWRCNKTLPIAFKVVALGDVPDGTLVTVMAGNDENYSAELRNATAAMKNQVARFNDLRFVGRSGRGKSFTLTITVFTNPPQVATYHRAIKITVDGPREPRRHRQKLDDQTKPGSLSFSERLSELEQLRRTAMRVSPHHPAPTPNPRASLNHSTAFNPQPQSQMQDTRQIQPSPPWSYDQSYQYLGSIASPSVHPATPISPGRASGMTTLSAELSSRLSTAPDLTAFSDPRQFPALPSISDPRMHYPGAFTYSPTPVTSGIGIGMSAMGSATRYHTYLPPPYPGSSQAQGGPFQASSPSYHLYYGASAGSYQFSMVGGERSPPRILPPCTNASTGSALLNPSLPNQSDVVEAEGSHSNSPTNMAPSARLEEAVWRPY
# Target sequence (Q13951 whole entry, looked up): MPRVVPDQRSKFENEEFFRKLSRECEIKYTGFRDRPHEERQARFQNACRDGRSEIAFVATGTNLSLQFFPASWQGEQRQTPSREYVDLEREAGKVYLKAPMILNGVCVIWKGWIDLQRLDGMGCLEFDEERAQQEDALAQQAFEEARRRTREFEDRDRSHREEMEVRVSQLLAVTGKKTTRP
#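 CBFb-His/RUNX1-biotin, 30 nM each, preincubated 20 min RT; compound 15 min RT; Ni + streptavidin beads 50 ng each, 90 min RT; AlphaScreen read.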
# Lamin A splicing – LMNA splicing modulation; 0.01% of 200,000 active; HeLa LMNA splicing GFP/RFP minigene ratio, 48 h; Potency, µM (titrated, usually from 46.1 µM), for the others: at the top dose ratio change, negative = inhibition, usual class: inhibitors; active means well fitted inhibition curve with a large enough effect in the signal ratio, with a control signal flat, not every such curve was filed as active; inconclusive means small, poorly fitted or top-dose-only effect, or effect the other way, or a change in a side signal; the % refers to the signal ratio; further: potency means the concentration at half of the fitted maximal effect; on the % scale 0 is the no-effect control and ±100 the full control effect
#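 S3 HeLa stable clones carrying a lamin A-EGFP splicing minigene plus DsRed2 were seeded at 600 cells/well in Opti-MEM with 2% FBS, pin-dosed and incubated 48 h at 37°C. Acumen cytometry (488 nm) gave the GFP/RFP total-intensity ratio.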
# HTT aggregate – reduces HttQ103-GFP aggregates in PC12 cells; AID 1688; PC12 HttQ103-GFP aggregates, Acumen cytometry, 40 h; Potency, µM (series often up to 46.1 µM), without a hit: at the top dose activity change, negative = inhibition, usual class: inhibitors; 1.1% of 220,000 active; further: potency means the concentration at half of the fitted maximal effect; on the % scale 0 is the no-effect control and ±100 the full control effect; nearly all actives have a fitted effect of over 60% in size
#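 PC12 cells stably carrying ecdysone-inducible HTT exon 1 Q103–GFP were induced with tebufenozide (100 nM final) and treated with library compounds in titration. GFP aggregates in lysates were counted by laser scanning cytometry.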
# IMPase Li cell – IMPase inhibition in cells with lithium potentiation; CHO-M1 cells, IP1 TR-FRET (IP-One), carbachol + lithium; Potency, µM (top dose mostly 59.4 µM), for inactives: at the top dose activity, negative = IMPase inhibition, usual class: inhibitors; 0.35% of 210,000 active; AID 1457;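 further: IP1 builds up when IMPase is blocked and the TR-FRET signal falls; potency means the concentration at half of the fitted maximal effect; plate controls were basal vehicle for no effect and high inhibitor control for full effect; nearly all actives have a fitted effect of over 50% in size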
#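 Concentration–response in CHO-M1 cells, lithium-potentiated; 30 min at 37C. IP1 detected by competitive TR-FRET after 10 min lysis at RT. Hill-fitted AC50.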
# Starred values were filed as active, the others as inactive; ? = inconclusive; nt = no result given; & = joins results of further samples; [ ] = remark or other dose. Unless noted, the call rests on the fitted dose curve; in most records, active means well fitted curve in the direction sought with a large enough effect; inconclusive means small, poorly fitted or top-dose-only effect, or another doubt; inactive means no such curve, though single readings can be large; an effect the other way counts as inactive or inconclusive.
SMILES,HTT cytoprotect,Luc counter,SMN2 splice enh,CBFb RUNX1 block,Lamin A splicing,HTT aggregate,IMPase Li cell
CCCn1c(CCC(=O)O)ccc1-c1ccc(F)cc1,-1%,0%,4%,-6%,12%,-12%,25%[38.3 µM]
COc1ccc(/C=C/c2nc3ccccc3n2Cc2ccccc2OC)cc1,-26%[10 µM],-12%,7.9µM*,?,?,?,18%
CCCCn1c(O)c(N=NC(=O)Cn2c(C(F)(F)F)nc3ccccc32)c2ccccc21,-11%[10 µM],1%,-5%,-5%,15%,-7%,13%
Cc1ccc(C)c(S(=O)(=O)N2C(=S)NC(=O)C2C(C)C)c1 (centres undefined),-11%,-3%,26%,3%,4%,-5%,15%[38.3 µM]
Cn1c(=O)c2c(nc(OCCc3ccccc3)n2C)n(C)c1=O,9%[10 µM],nt,nt,9%,nt,-1%[9.22 µM],nt
COC(=O)c1ccc(C(NC(=O)OCc2ccccc2)/C(C)=C/[C@@H](C)C(=O)NCCc2c[nH]c3ccc(OC)cc23)cc1 (some centres undefined),-16%,-2%,-10%,-7%,nt,nt,1%
Cn1c(SCC(=O)Nc2ccc3[nH]c(=O)[nH]c3c2)nnc1-c1ccc(F)cc1,-7%[10 µM],nt,nt,5%,nt,-8%[9.22 µM],nt
Nn1c(COc2ccccc2)nnc1SCc1cc(=O)[nH]c2ccccc12,-5%,3%,10%,4%,8%,-12%,28%[38.3 µM]
Cn1c(Cn2c(=O)sc3ccccc32)nnc1SCC(=O)N1CCCc2ccccc21,0%,0%,6%,-1%,-13%,5%,-1%
CN(CC(=O)Nc1ccccc1Br)Cc1nc2ccccc2c(=O)[nH]1,-7%,-7%,-16%,6%,12%,-9%,2%[38.3 µM]
COc1ccc(-n2nc(C(=O)NCC(=O)Nc3cccc(NC(C)=O)c3)c3ccccc3c2=O)cc1,-9%,-6%,-14%,10%,?,21%,2%
Cc1cccc(NC(=O)c2c(O)c3cccc4c3n(c2=O)CCC4)n1,1%[10 µM],-2%,-2%,-6%,-4%,18%,-16%[38.3 µM]

# SMN2 splice enh: what is marked active above
compound	SMN2 splice enh	CBFb RUNX1 block	HTT aggregate	IMPase Li cell
COc1ccc(/C=C/c2nc3ccccc3n2Cc2ccccc2OC)cc1	7.9µM*	?	?	18%

# Later entries
SMILES,HTT cytoprotect,Luc counter,SMN2 splice enh,CBFb RUNX1 block,Lamin A splicing,HTT aggregate,IMPase Li cell
O=C(O)CCc1n[nH]c(=S)[nH]c1=O,0%[10 µM],6%,-4%,2%,-13%,-4%,0%
O=C(C1=C(c2ccccc2)C(=O)c2ccccc2C1=O)c1ccccc1,nt,3%,-109%[inhibitor],8%,?,4%,6%
C[C@]1(C(=O)NCCc2c[nH]c3ccccc23)C=C[C@@H](Cc2ccccc2)N1C(=O)c1ccccc1,23%,2%&-1%,4%&9%,4%[2.36 µM],?,2%,7%&10%
CCN(CC)CCN1C(=O)C(=O)/C(=C(/O)c2ccc(OC(C)C)cc2)C1c1ccncc1 (centres undefined),7%,-2%,-4%,-1%,1%,20%,0%[38.3 µM]
Cc1ccc(CSCCNC(=O)/C=C/c2ccccc2Cl)cc1,-25%,-1%,nt,-1%,?,-7%,23%[38.3 µM]
O=S(=O)(CCc1nc2ccccc2o1)c1ccc(Cl)cc1,18%,-1%,-2%,13%,8%,-7%,20%[38.3 µM]
COc1cc2c3nnc(-c4ccc(F)cc4)c-3cn(Cc3cccc(F)c3)c2cc1OC,-23%,-12%,11%,?,?,10µM*,-14%
O=C(O)COc1ccccc1/C=N/NC(=O)CSc1nnc(-c2ccc(Cl)cc2)n1C1CCCCC1,43%[10 µM],nt,nt,-4%,nt,35%[9.22 µM],nt
COc1ccc(NS(=O)(=O)c2cccc(C(=O)N/N=C/c3cccs3)c2)cc1,-5%[10 µM],-7%,?,0%,-3%,-2%,0%
Cc1ccc(C2=N/C(=C\N3CCCCC3)C(=O)O2)cc1,-65%[inhibitor],0%,?,-16%,16%,-1%[9.22 µM],35%[activator][38.3 µM]
CC(C)(C)NC(=O)C(=O)NNC(=O)c1cccc(Br)c1,-8%,0%,18%,-10%,-16%[46 µM],-15%,-4%
CCOC(=O)N1CCN(C(=O)CCc2c(C)nc3nc(C)nn3c2C)CC1,-13%,-1%,2%,5%,-1%,8%,-4%[38.3 µM]
CC1CCN(c2nc(N(C)c3ccccc3)nc(N)c2[N+](=O)[O-])CC1,-4%[10 µM],nt,nt,-22%,nt,-1%[9.22 µM],nt
Cn1c(=O)cc(N)n(Cc2ccccc2)c1=O,-26%,-2%&1%,3%&10%,13%,11%,2%,-10%&-2%
Cc1ccc(C2CC(c3ccccc3)=NN2c2ccccc2)o1 (centres undefined),25%[10 µM],2%,-32%[inhibitor],?,9%,0%,-13%
CCCc1cc(N2CCCC(C(=O)NCc3ccc4c(c3)OCO4)C2)n2ncnc2n1 (centres undefined),19%,1%,0%,0%,-8%,0%,23%[38.3 µM]
Cc1ccccc1NC(=O)C(C)n1c2ccccc2c2nc(=O)cc(C)n21 (centres undefined),8%[10 µM],nt,nt,8%,nt,0%[9.22 µM],nt
Cn1nc(C(=O)NCC2CCCO2)c2ccccc2c1=O (centres undefined),-17%[0.074 µM],-3%,17%,3%,1%,-4%,25%[38.3 µM]
CC1(C)Cc2ccccc2C(=NCCCCCC(=O)O)N1,-23%[10 µM],4%,14%,0%,-10%,3%,-5%
O=C(O)C1CCN(C(=O)c2cc(F)cc3c2OCOC3)CC1,-6%[10 µM],nt,nt,?,nt,-7%[9.22 µM],nt
O=C(Cn1ncc2c1-c1ccccc1OC2)Nc1ccc(S(=O)(=O)N2CCCCC2)cc1,-7%,-2%,-8%,-7%,4%,4%,1%[38.3 µM]
CCS(=O)(=O)n1nc(NCc2cccc(OC)c2)nc1NCc1cccc(OC)c1,-10%,2%,-3%,-6%,-21%,-20%,24%[38.3 µM]
CCCCN1CC(O)=C(c2nc3ccccc3[nH]2)C1=N,-28%[0.074 µM],nt,nt,0%,-8%,4%,nt
O=C(CN(c1ccccc1)S(=O)(=O)c1ccccc1)NCCSc1nc2ccccc2s1,-17%,0%,-22%,4%,8%,10%,-2%[38.3 µM]
COc1ccc(/C=C/C(=O)Oc2ccc(C)c(C)c2)cc1OC,-6%,-3%,-36%[inhibitor],?,nt,19%,-5%
CC(Nc1cc(=O)n(C)c(=O)[nH]1)c1ccccc1 (centres undefined),0%,1%,?,3%,11%,?,0%[38.3 µM]
Cc1ccc(S(=O)(=O)N2CCOCC2)cc1NC(=O)CSc1nnc(N)s1,-17%,-1%,9%,0%,15%[46 µM],17%,5%
COc1ccc(C)cc1S(=O)(=O)N1c2ccccc2CC1C (centres undefined),0%,1%,-30%,11%,?,-5%,33%[activator][38.3 µM]
O=C(O)c1cccnc1NC1CCCC1,-4%,1%,7%,1%,0%,-3%[9.22 µM],-13%[38.3 µM]
CC(C(=O)NN)c1ccc([N+](=O)[O-])cc1 (centres undefined),10%[10 µM],-2%,1%,-14%,0%[46 µM],1%,-2%
O=C(Oc1c(CN2CCOCC2)cc(Cl)c2cccnc12)c1ccccc1F,-47%[inhibitor][10 µM],6%,-94%[inhibitor],?,?,?,18%
COc1ccc(/C=C/C(=O)NCCn2c(C)cc3ccccc32)cc1OC,nt,-2%,-27%,4%,-17%,16%,6%
C=CCN(C(=O)CNC(=O)c1ccco1)C(C(=O)NC1CCCCC1)c1ccc(F)cc1 (centres undefined),-8%,-2%,1%,2%,7%,31%,-12%[38.3 µM]
COc1cccc(-n2nnc3c(=O)n(CC(=O)N4CCC(Cc5ccccc5)CC4)cnc32)c1,-12%,-2%,-46%[inhibitor],4%,?,-14%,8%[38.3 µM]
Cc1cc(NC(=O)COC(=O)C2CCC(=O)N2)c([N+](=O)[O-])cc1C (centres undefined),-42%[inhibitor],6%,-1%,-11%,2%[46 µM],0%,-5%
Cc1cccc(NC(=O)c2nc(-c3ccccc3)n(-c3ccccc3)n2)c1C,7%,-3%,6%,6%,-4%,1%,50%[activator][38.3 µM]
O=C(CCn1c(=O)sc2ccccc21)Nc1cccnc1,-17%[10 µM],0%,4%,-3%,-14%,30%,-6%
CC(OC(=O)c1nc(-c2ccccc2)n(-c2ccccc2)n1)C(=O)Nc1cc(Cl)cc(Cl)c1 (centres undefined),-24%[10 µM],1%,-11%,9%,-8%,19%,2%
NC(=O)c1ncc(C(F)(F)F)cc1Oc1cccnc1,4%,1%,-4%,6%,nt,-5%,-9%
COc1ccccc1N1CCN(C(=O)C2CC=CCC2C(=O)O)CC1 (centres undefined),4%,5%,nt,0%,-5%,-5%,17%[38.3 µM]
COc1ccc(C2C(C(=O)OCC(=O)N3CCCCC3)CCC(=O)N2c2ccc(OC)cc2)cc1 (centres undefined),-26%[10 µM],0%,-21%,5%,8%,6%,1%[38.3 µM]
COc1ccc(N2C(=O)CS/C2=N\C(=S)Nc2ccccc2)cc1,19%[10 µM],nt,nt,-12%,nt,6%[9.22 µM],nt
Cc1c(C(=O)N2CCc3ccccc32)oc2c1C(=O)CC(C)(C)C2,0%[0.074 µM],0%,13µM*,6%,6%,?,17%[38.3 µM]
CCN(CC)C(=S)SCC(=O)Nc1ccc(F)cc1,-15%,3%,-28%,1%,2%,10%,13%[38.3 µM]
Cc1ccc(OCc2nc(C#N)c(N3CCCCC3)o2)cc1,-3%[10 µM],nt,nt,-18%,?,7%[9.22 µM],nt
CC1CCN(c2nc3c(c(=O)n(C)c(=O)n3C)n2CCSc2nc3ccccc3s2)CC1,1%[0.074 µM],-5%,-21%,3%,6%,-2%,17%[38.3 µM]
CCOc1ccc(CCNC(=O)CSc2cc(=O)n(C)c3cc(Cl)ccc23)cc1OCC,15%[10 µM],3%,-6%&1%,5%,-5%,-6%,-3%
C/C=C/Cn1c(SCc2ccc(C)cc2)nc2c1c(=O)[nH]c(=O)n2C,-35%[10 µM],-3%,7%,7%,?,-8%,18%[38.3 µM]

# By substructure: the compounds so far with a CF3 group (2)
SMILES,HTT cytoprotect,Luc counter,SMN2 splice enh,CBFb RUNX1 block,Lamin A splicing,HTT aggregate,IMPase Li cell
CCCCn1c(O)c(N=NC(=O)Cn2c(C(F)(F)F)nc3ccccc32)c2ccccc21,-11%[10 µM],1%,-5%,-5%,15%,-7%,13%
NC(=O)c1ncc(C(F)(F)F)cc1Oc1cccnc1,4%,1%,-4%,6%,nt,-5%,-9%

# The order is random; 4% or so of the library scored in one or more.
